HCMV antiviral: inhibitors of human cytomegalovirus; 410,000 tested, 4.5% active; HFF cells, HCMV-luciferase reporter, 72 h; active compounds read low; activity change, negative = inhibition, % at 57.5 µM; in the data active = activity change below about -60%; inconclusive = no clear call, values can overlap the other calls; inactive = above about -39%
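Compounds were evaluated in HFFs infected with an HCMV luciferase reporter virus (MOI 1 PFU/cell). Luciferase in lysates collected 72 h post infection served as the replication measure.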
HCV inhibitor: HCV inhibition | Potency, µM (titrated, usually from 41.8 µM), inactives show top-dose activity change, negative = inhibition, hits mostly inhibitors | Huh7.5.1 HCVcc-Cre infection, luciferase reporter, 44 h | AID 651820 | 340,000 tested, 3.4% active; active = well fitted inhibition curve with a large enough effect; inconclusive = small, poorly fitted or top-dose-only effect, or another doubt; inactive = no such curve, though single readings can be large or run the other way; note: potency is the fitted concentration of half-maximal effect
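After 44 h co-culture of compound, cells and HCVcc-Cre (~0.5 moi), substrate is added for 15 min at room temperature and luciferase measured over 15 sec. Cells were seeded at 1,000/well and pre-cultured 4 h.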
Numbers without * were called inactive; ? = inconclusive; & = joins results of further samples; [ ] = dose if it differs, or a comment. % is set by controls: 0 for no effect and ±100 for the full control effect. This is a subset; the hit share may differ from the screen's.

The opening 6 compounds, to show the layout:
SMILES | HCMV antiviral | HCV inhibitor
O=C(Nc1ccccc1Cl)C1C2CCCCC21 (stereo not drawn) | -8 | 7%
COc1ccc(C(=O)c2ccc(OC)c(OC)c2OC)cc1 | -14 | ?
CC12CCC=CC1=C(C=O)C1C2CCC2(C)C(O)CCC12 (stereo not drawn) | ? | -29%
O=C1NC(c2ccccc2)N=C2Oc3ccccc3C=C12 (stereo not drawn) | 6 | -4%
CC(C)C(=O)Nc1cccc(N2CCN(CCCN3C(=O)C4CCCCN4C3=O)CC2)c1 (stereo not drawn) | -24 | -17%
COc1nc(=O)n(C2OC(CO)C(O)C2O)cc1C (stereo not drawn) | -8 | 15%

The listing, repeating the preview:
SMILES | HCMV antiviral | HCV inhibitor
O=C(Nc1ccccc1Cl)C1C2CCCCC21 (stereo not drawn) | -8 | 7%
COc1ccc(C(=O)c2ccc(OC)c(OC)c2OC)cc1 | -14 | ?
CC12CCC=CC1=C(C=O)C1C2CCC2(C)C(O)CCC12 (stereo not drawn) | ? | -29%
O=C1NC(c2ccccc2)N=C2Oc3ccccc3C=C12 (stereo not drawn) | 6 | -4%
CC(C)C(=O)Nc1cccc(N2CCN(CCCN3C(=O)C4CCCCN4C3=O)CC2)c1 (stereo not drawn) | -24 | -17%
COc1nc(=O)n(C2OC(CO)C(O)C2O)cc1C (stereo not drawn) | -8 | 15%
CC(C)C1NCCc2c1sc1ccccc21 (stereo not drawn) | -39 | 10%
C[C@]12CCC3C(CC[C@H]4[C@@H](O)[C@H](O)CC[C@]34C)C1CCC2=O (stereo partly drawn) | -14 | 15%
COc1ccccc1OCCSc1nnnn1C1CCCCC1 | 9 | 3%
CCSc1nnc(NC(=O)CCC2CCCCC2)s1 | 41 | 37%[activator]
Cc1ccc2c(O)c(Cc3ccccc3)c(=O)[nH]c2n1 | 22 | 7%
O=C1[C@H](Cc2ccccc2)NCCCC[C@H](c2ccc(Cl)cc2)N1Cc1ccc(Cl)cc1 | 3 | -8%
C/C(=N\OC(=O)c1ccc(F)cc1)c1sc(-c2ccc(Cl)cc2)nc1C | 6 | 6%
OCC[C@@H]1C[C@@H](O)[C@H](O)[C@@]2(CCCCO2)O1 | 7 | 15%
CN1CCN(S(=O)(=O)c2ccc(NC(=O)c3ccc([N+](=O)[O-])cc3)cc2)CC1 | -62* | 7%
OC(c1cc(-c2cccc(Cl)c2)nc2ccccc12)C1CCCCN1 (stereo not drawn) | -98* | ?
NC(=O)c1ccsc1NC(=O)c1cccs1 | 44 | -26%
CC(C)C(C)(C#N)NC(=O)COC(=O)C1CCN(S(=O)(=O)c2ccc3c(c2)OCCO3)CC1 (stereo not drawn) | -10 | 0%
COc1ccc(Cn2c(=O)[nH]c3cc(C(=O)NCc4ccc5c(c4)OCO5)ccc3c2=O)cc1 | 9 | -8%
CC(=O)c1cc(CN2CCC(C(=O)Nc3ccc(-n4nc(C)cc4C)cc3)CC2)cs1 | -22 | -30%
O=C1CC[C@@H]2CC3(C[C@@H]4CCN1[C@H]24)Nc1ccccc1NC3=NC1CCCCC1 (stereo partly drawn) | 1 | -2%
O=c1c2ccccc2nc(-c2ccc(Cl)cc2)n1C1CCS(=O)(=O)C1 (stereo not drawn) | -25 | 10%
C[C@@H]1CCC[C@]2(O[C@H](CCO)C[C@@H](O)[C@@H]2O)O1 | -8 | 10%
CC(C)(C)OC(=O)N1CCCC(C(=O)Nc2cccc(C(=O)NCCCCc3ccccc3)c2)C1 (stereo not drawn) | 21 | -18%[8.37 µM]
O=C(NN=Cc1ccc(F)cc1)C1CC1 | -5 | 9%
O=S(=O)(NCC(c1cccnc1)N1CCN(c2ccc(F)cc2)CC1)c1ccccc1 (stereo not drawn) | -33 | 11%
O=C(NCC(=O)N1CCCC(C(F)(F)F)C1)c1cccs1 (stereo not drawn) | -17 | 11%
O=C(NCCc1nc(-c2ccccc2)no1)c1ccco1 | 12 | 4%
CC(=NNC(=S)Nc1ccc(C)cc1)c1ccccn1 | -94* | ?
CCOP(=O)(NC(C)C)Oc1ccc(SC)c(C)c1 (stereo not drawn) | 0 | -6%
COc1ccc(-c2c(-c3cccc(C)c3)oc3ccc(-c4ccc5c(c4)OCO5)cc23)cn1 | -1 | 10%
CC(C)(O)C#Cc1ccc(CNC[C@H]2O[C@@H](n3cnc(C(N)=O)n3)[C@H](O)[C@@H]2O)s1 | -25 | 14%
COc1ccc(C(=O)NC2CCCCCCC2)cc1OC | 40 | -15%
CCN(CC)c1ccc(NC(=O)CCCCC(=O)Nc2ccc(N(CC)CC)cc2)cc1 | -20 | -19%
Cc1cc(C)cc(SCc2noc(C(=O)NCCN(C)C)c2C(=O)NCCN(C)C)c1 | -26 | ?
S=c1nn[nH]c2ccccc12 | -1 | 7%
COc1ccc(CCNC(=O)c2ccc(NC(=O)CC3SC(N4CCCCC4)=NC3=O)cc2)cc1 (stereo not drawn) | 33 | -10%
CC1(C2CCCC2)NC(=O)NC1=O (stereo not drawn) | 8 | 23%
CCOc1ccccc1C=NNC(=O)C1CC1 | -3 | -16%
COC(=O)CCC(C)C1CCC2C3CCC4CC(O)CCC4(C)C3=CC(=O)C12C (stereo not drawn) | -21 | ?
S=P(NCCSCc1ccccc1)(N1CC1)N1CC1 | ? | ?
O=C(NN=Cc1ccc([N+](=O)[O-])cc1)c1ccncc1 | -33 | 4%
CNS(=O)(=O)c1cc(-c2nnc(N3CCOCC3)c3ccccc23)ccc1C | -33 | ?
CN1C[C@@H]2[C@@H]3C(=O)N(C)C(=O)[C@@H]3[C@](C)(C1=O)N2C(=O)c1ccc(C(C)(C)C)cc1 | 3 | -11%
N#Cc1c(Nc2ccccc2)[n+]([O-])c2ccc(Cl)cc2[n+]1[O-] | ? | 2.8µM*
COc1cccc2c1C1(O)C2CCCCCCCCCC12OCCCO2 (stereo not drawn) | ? | -5%
CCOc1ccc(S(=O)(=O)Nc2cccc(C(=O)N(C)CC(=O)Nc3ccc(OC)cc3)c2)cc1 | -17 | ?
O=c1onc(-c2ccccc2)c2ccccc12 | -5 | 22%

Sorted by heavy-atom count (rising): part of the list above.
SMILES | HCMV antiviral | HCV inhibitor
S=P(NCCSCc1ccccc1)(N1CC1)N1CC1 | ? | ?
CNS(=O)(=O)c1cc(-c2nnc(N3CCOCC3)c3ccccc23)ccc1C | -33 | ?
COc1ccc(CCNC(=O)c2ccc(NC(=O)CC3SC(N4CCCCC4)=NC3=O)cc2)cc1 (stereo not drawn) | 33 | -10%

Next part
SMILES | HCMV antiviral | HCV inhibitor
O=[N+]([O-])c1cc(S(=O)(=O)Oc2ccccc2)ccc1Cl | -89* | ?
Cc1ccc(S(=O)(=O)N2CCOCC2)cc1C(=O)NC1CCN(Cc2ccccc2)CC1 | 0 | -20%
CCOc1ccccc1N=C1SCC(C)N1C(=O)C1CCN(c2ncnc3sc(C)c(C)c23)CC1 (stereo not drawn) | -35 | ?
CCn1c(SCC(=O)NNC(=O)c2ccc(C)cc2)nnc1-c1ccncc1 | 6 | 20%
Cc1cccn2c(=O)c3cc(C#N)c(=NC(=O)c4cccnc4)n(CC4CCCO4)c3nc12 (stereo not drawn) | 3 | 3%
N#CC(=C(O)COC(=O)CCC1CCCCC1)c1nc2ccccc2[nH]1 | -13 | 3%
O=C(O)c1ccc(N2C(=O)CSC2=S)cc1 | -23 | 1%
O=C(O)c1cc([N+](=O)[O-])ccc1Oc1ccccc1 | -22 | 8%
O=C(OCC(=O)N(CCc1ccccc1)Cc1ccccc1)c1cccc(S(=O)(=O)N2CCOCC2)c1 | -27 | -20%
CC(=NNC(=S)N1CCCCCC1)c1cccc2cccnc12 | -75* | ?
Cc1cccc(NS(=O)(=O)c2ccc(C)c(C(=O)NCC(c3cccs3)N3CCOCC3)c2)c1 (stereo not drawn) | 8 | -30%
CN(C)CCN1C(=O)c2cccc3cc([N+](=O)[O-])cc(c23)C1=O | -98* | ?
COc1ccc(CC(C)NCC(O)c2ccc(O)c(NC=O)c2)cc1 (stereo not drawn) | -8&-22 | -7%
Nc1cc(N)c2c(c1)C(=O)c1ccccc1-2 | 6 | 1%
CN(C(=O)c1cccc(NC(=O)Cc2ccc(NC(=O)C3CCN(C(=O)c4ccccc4)CC3)cc2)c1)C1CCCC1 | -13 | 8%[8.37 µM]
C=C1C(O)C[C@@H](C(C)C)N(CC(C)C)S1(=O)=O (stereo partly drawn) | -19 | 2%
O=C(c1ccccc1)N1CCC(=O)N(C(CO)Cc2ccccc2)CC1 (stereo not drawn) | 4 | 15%
CCCCn1c(N)c(N(CC(C)C)C(=O)CSc2nnc(C)n2-c2ccccc2)c(=O)[nH]c1=O | -10 | 10%
CC1(C)CCC(=O)N2CC[C@H]3c4cc5ccccc5nc4C[C@@H]1[C@H]32 | -21 | 6%
O=[N+]([O-])c1ccccc1N=NNc1ccccc1 | 2 | ?
CC(C(=O)N1CCc2ccccc21)N1CCN(S(=O)(=O)c2ccc3c(c2)OCCCO3)CC1 (stereo not drawn) | -28 | ?
Cc1ccc(S(=O)(=O)Oc2cccc([N+](=O)[O-])c2)cc1 | 27 | -16%
Cc1ccc(S(=O)(=O)Nc2ccccc2N=Cc2c(F)c(F)c(F)c(F)c2F)cc1 | -13 | 31%[activator]
COc1ccc(O)c(/C=N/Nc2nc(C)cc(-c3ccccc3)n2)c1 | -26 | 4µM*
COc1ccccc1C1OCC(C)([N+](=O)[O-])CO1 (stereo not drawn) | 11 | -8%
Cc1c(Cl)cccc1-n1cnc(=O)c2ccccc21 | ? | -10%
O=c1ncn(C2CCCCC2)c(=O)[nH]1 | -20 | 2%
NC(=O)C1CCN(C(=O)c2cc(S(=O)(=O)N3CCN(c4ccccc4)CC3)ccc2Cl)CC1 | -8 | -5%
CC1CCc2c(sc3nc(C4CC4)nc(N4CCN(C(=O)c5ccco5)CC4)c23)C1 (stereo not drawn) | -86* | 4.5µM*
COC(=O)C1=C(c2cc3ccccc3o2)C[C@@H]2CC[C@H]1N2C(=O)NCc1ccco1 | 7 | ?
CN(C(=O)c1ccc(NC(=O)Cc2ccc(NC(=O)C3CCN(C(=O)c4ccccc4)CC3)cc2)cc1)C1CCCC1 | 5 | -7%[8.37 µM]
O=C(C1CCC(Cn2c(=S)[nH]c3ccccc3c2=O)CC1)N1CCN(c2ccccc2)CC1 (stereo not drawn) | ? | 10µM*
CSc1nc(N)c2cn[nH]c2n1 | 0 | ?
Nc1cccnc1S(=O)(=O)c1cccc(C(F)(F)F)c1 | -1 | 12%
Cn1c(=O)[nH]c(=O)c2c1nc(N1CCCCC1)n2CCSc1ncccn1 | 4 | 18%
CNc1cc(=O)n(C)c(=O)n1-c1ccccc1 | 3 | 21%
CC(C)C[C@@H](CNCC(=O)[C@H](C)NC(=O)c1[nH]cnc1C(=O)N[C@@H](C)CN)NC(=O)c1nc[nH]c1C(=O)N[C@@H](CO)C(=O)O | -34 | 3%
O=C(O)C(Cc1ccnc2ccccc12)=NO | 18 | 16%
Cc1ccc2c(C)c(C(=O)Nc3cccnc3)oc2c1C | -3 | 7%
Cn1c(C(=O)NN)cc2cc(OCc3ccccc3)ccc21 | -21 | -9%
O=C(Cc1cccc(NC(=O)C2CCN(S(=O)(=O)c3cccc([N+](=O)[O-])c3)CC2)c1)Nc1cccc(C(=O)N2CCOCC2)c1 | 21 | -25%
COc1ccc(CCN(C)C(=O)c2cc(-c3ccc(C)cc3)nc3ccccc23)cc1OC | 36 | -24%
CCOc1cc(C=C2C(=O)NC(=S)NC2=O)ccc1O | -21 | 11%
CCOC(=O)c1ccc(NC(=O)c2c(N)n(C)c(=O)n(C)c2=O)cc1 | -31 | ?
O=C(c1ccco1)N1CCN(c2ccc([N+](=O)[O-])cn2)CC1 | 19 | 5%
CC/C(=N\N=C(/CC)c1ccccc1N)c1ccccc1N | 0 | 12%
CCC1(C)COC(c2ccc(OC)c(OC)c2)OC1 (stereo not drawn) | -12 | 10%
Cc1ccc(-c2noc(CC(=O)c3ccc([N+](=O)[O-])cc3)n2)cc1 | -29 | ?
CC1=NN(C(N)=S)C(=O)C1N=Nc1c(C)n(C)n(-c2ccccc2)c1=O (stereo not drawn) | 39 | 25%
C=CCc1cc(C=Nc2ccc(N3CCOCC3)cc2)cc(OCC)c1O | ? | 4%
O=S(=O)(O)C(c1ccccc1)C1(O)CCCCC1 (stereo not drawn) | -10 | -6%
COc1cc(C2c3cc4c(cc3OC(NCc3ccccc3)C2C)OCO4)cc(OC)c1OC (stereo not drawn) | -80* | -9%
O=C(CN1CCCCC1)Nc1ccc(S(=O)(=O)c2ccc(NC(=O)CN3CCCCC3)cc2)cc1 | ? | ?
O=C(c1cccc(S(=O)(=O)NCc2ccccc2)c1)N1CCN(c2ccccc2Cl)CC1 | 37 | 11µM*
COc1cc2c(c(OC)c1OC)-c1ccc(OC)c(=O)cc1C(N)CC2 (stereo not drawn) | -83* | 7%
CCOCC(=O)NC1CCc2cc(OC)c(OC)c(OC)c2-c2ccc(SC)c(=O)cc21 (stereo not drawn) | -66* | -22%
Fc1ccccc1-c1nc(-c2ccc(Cl)cc2)no1 | 177 | 11%
COc1cc2cc(C)c(Br)c(OC)c2cc1OC | 28 | ?
Cc1ccccc1Oc1ccc2c(c1)[C@@H]1C[C@H](N(C)C(=O)Nc3cc(Cl)cc(Cl)c3)[C@H]([C@H](C)O)C(=O)N1CC2 | 3 | ?

Copied from the entries so far, 4 compounds:
SMILES | HCMV antiviral | HCV inhibitor
CC1=NN(C(N)=S)C(=O)C1N=Nc1c(C)n(C)n(-c2ccccc2)c1=O (stereo not drawn) | 39 | 25%
C=CCc1cc(C=Nc2ccc(N3CCOCC3)cc2)cc(OCC)c1O | ? | 4%
O=S(=O)(O)C(c1ccccc1)C1(O)CCCCC1 (stereo not drawn) | -10 | -6%
COc1cc(C2c3cc4c(cc3OC(NCc3ccccc3)C2C)OCO4)cc(OC)c1OC (stereo not drawn) | -80* | -9%

Source: PubChem BioAssay (National Center for Advancing Translational Sciences (NCATS))
